Giardia FBPA inh = qHTS Assay for Inhibitors of Fructose-1,6-bisphosphate Aldolase from Giardia Lamblia. A8B2U2. purified Giardia FBPA. Potency, µM (top dose mostly 59.6 µM), inactives show at the top dose activity, negative = inhibition, actives largely listed as inhibitors. 0.71% of 290,000 active. AID 2451, 2010; further: potency means the concentration at half of the fitted maximal effect; on the % scale 0 is the no-effect control and ±100 the full control effect; nearly all actives have a fitted effect of over 55% in size
Target sequence (A8B2U2 whole entry, looked up): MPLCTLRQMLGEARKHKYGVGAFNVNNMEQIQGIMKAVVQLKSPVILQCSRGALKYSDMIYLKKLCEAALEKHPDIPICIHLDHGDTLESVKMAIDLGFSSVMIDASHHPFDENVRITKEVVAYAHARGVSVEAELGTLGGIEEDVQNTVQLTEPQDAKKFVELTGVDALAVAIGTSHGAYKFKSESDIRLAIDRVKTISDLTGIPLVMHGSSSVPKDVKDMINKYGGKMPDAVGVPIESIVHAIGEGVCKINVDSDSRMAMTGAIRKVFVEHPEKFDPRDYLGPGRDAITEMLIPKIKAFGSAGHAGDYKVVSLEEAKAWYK
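40 nM FBPA preincubated 10 min at RT with compound (up to 57.5 uM final), then substrate plus GAPDH/TPI/NAD/arsenate coupling and diaphorase/resazurin added. Fluorescence read after 20 min at RT, 525/598 nm.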
Pf growth 96h = Primary qHTS for delayed death inhibitors of the malarial parasite plastid, 96 hour incubation | AID 504834, 2011 | Potency, µM (top dose mostly 28.7 µM), without a hit: at the highest dose activity change, negative = inhibition, most hits filed as inhibitors | P. falciparum luciferase reporter growth, 96 h | 6.9% of 320,000 active; further: potency means the concentration at half of the fitted maximal effect; on the % scale 0 is the no-effect control and ±100 the full control effect
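P. falciparum expressing integrated firefly luciferase grown in erythrocytes (2% hematocrit, 0.05% parasitemia final) with compounds for 96 hours at 37 C, 5% CO2. Growth inhibition read as loss of luminescence after adding luciferase detection reagent.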
Shiga toxin inh = A qHTS for Small Molecule Inhibitors of Shiga Toxin; Vero cells, Shiga toxin protein synthesis inhibition reporter; inhibition, % at 38.7 µM; 9.2% of 290,000 active; in the data active means inhibition mostly above about 28%, no sharp cut-off; inactive means mostly below about 43%; further: 0% is about no effect
Pf growth 48h = Primary qHTS for delayed death inhibitors of the malarial parasite plastid, 48 hour incubation; P. falciparum luciferase growth in erythrocytes, 48 h; Potency, µM (top dose mostly 28.7 µM), for the others: at the highest dose activity change, negative = inhibition, most hits filed as inhibitors; 5.9% of 310,000 active; AID 504832, 2011; further: potency means the concentration at half of the fitted maximal effect; on the % scale 0 is the no-effect control and ±100 the full control effect
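A one-generation exposure of luciferase-tagged malaria parasites in RPMI 1640/Albumax erythrocyte culture, 37 C and 5% CO2. Inhibition is inferred from decreased luminescence after adding detection reagent.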
Cycloheximide cs = Cycloheximide Counterscreen for Small Molecule Inhibitors of Shiga Toxin. max response, %. 12% of 300,000 active. cell reporter, cycloheximide protein synthesis inhibition counterscreen. AID 2314, 2010; in the data active means max response mostly above about 13%, no sharp cut-off; inactive means mostly below about 14%; further: read at 38.3 µM for the half of the compounds with a filed dose; 0% is about no effect
Sm TGR block = qHTS Assay for the Inhibitors of Schistosoma Mansoni Peroxiredoxins; Schistosoma mansoni thioredoxin glutathione reductase (TGR), Q962Y6; 3% of 360,000 active; AID 485364, 2010; Potency, µM (series often up to 114 µM), inactives show top-dose activity change, negative = inhibition, usual class: inhibitors; purified TGR, DTNB reduction, TNB absorbance 405 nm; further: potency means the concentration at half of the fitted maximal effect; on the % scale 0 is the no-effect control and ±100 the full control effect; nearly all actives have a fitted effect of over 60% in size
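TGR 20 nM + NADPH 100 uM (dispensed conc.), cpd preinc 15 min RT; start with NADPH (500 uM addition) then DTNB (15 mM addition). Kinetic TNB absorbance, 405 nm filter. Four-parameter Hill fit across titration.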
* hit, by the source's call; ? = inconclusive; / = not tested or not shown; [ ] = remark or other dose. Unless noted, the call rests on the fitted dose curve; in most records, active means well fitted curve in the direction sought with a large enough effect; inconclusive means small, poorly fitted or top-dose-only effect, or another doubt; inactive means no such curve, though single readings can be large; an effect the other way counts as inactive or inconclusive.

The line under a structure holds: Giardia FBPA inh, Cycloheximide cs, Sm TGR block, Pf growth 48h, Shiga toxin inh, Pf growth 96h
[1] Cc1ccc(C(=O)N/C(=C\c2ccc(F)cc2)C(=O)NCCN2CCOCC2)cc1
  /, -3, 4%, 18%, -7, 6.6µM*
[2] O=C(CN1C(=O)c2ccccc2S1(=O)=O)NC1CCCC1
  3%, 2, 3%, 21%, 10, 73%[activator]
[3] O=[N+]([O-])c1ccc(-c2ccc(/C=N/c3c(-c4ccco4)nc4ccccn34)o2)c(Cl)c1
  -18%, 1, ?, 13%, -8, 35%[activator]
[4] COc1ccc(/C=N\NC(=O)c2cc(O)c(O)c(O)c2)cc1CN1CCN(c2ccc(F)cc2)CC1
  ?, 4, -27%, 4.7µM*, 9, ?
[5] Cc1nc(S/C(=C/c2ccc(-c3ccc(Cl)cc3)o2)C(=O)O)n[nH]1
  10%, -1, -33%, /, -13, ?
[6] COc1ccc(-c2oc3ncn(CCN4CCOCC4)c(=N)c3c2-c2ccc(OC)cc2)cc1
  0%, -2, -12%, 7.4µM*, -11, 22%
[7] Cc1cc(NC(=O)CSc2cn(CCNC(=O)c3ccc(F)cc3)c3ccccc23)no1
  0%, 11, 11%, -4%, 63, 51%[activator]
[8] c1ccc(OCC2CCNCC2)nc1
  ?, -1, 8%, 1%, -7, ?
[9] Cc1noc(C)c1COC(=O)c1csc2c1CCCC2
  /, /, -1%, -1%, /, 2%
[10] COc1ccc(NC(=O)CNC(=O)c2nn(-c3ccc(OC)c(Cl)c3)c(=O)c3ccccc23)c(OC)c1
  /, -3, -7%, 9.3µM*, -7, -30%
[11] CCCCn1c(N)c(N(CCOC)C(=O)COC(=O)COc2c(C)cccc2C)c(=O)[nH]c1=O
  /, /, -3%, -2%, /, 16%
[12] CC(=O)Nc1ccc(N2C(=O)CSC2c2cccc([N+](=O)[O-])c2)cc1 (configuration not stated)
  3%, 6, 5%, 7%, -15, 45%[activator]
[13] O=C(CN1C(=O)NC(c2ccccc2)(c2ccccc2)C1=O)N1CCOCC1
  /, /, 3%, 0%, /, -10%
[14] COc1ccc(S(=O)(=O)N(C)c2ccc(C(=O)N3CCCC3)cc2)cc1
  4%, -6, 0%, 0%, 14, ?
[15] Cc1cc(C)n(-c2ccc(C(=O)OCC(=O)Nc3cc(Cl)ccc3[N+](=O)[O-])cc2)n1
  7%, -2, -9%, -1%, -5, 35%[activator]
[16] O=C(NCc1ccco1)c1ccccc1NS(=O)(=O)c1cccs1
  -10%, -2, ?, 8%, 13, ?
[17] CCOc1ccc(C(=O)NNC(=O)c2cc(C)oc2C)cc1
  /, /, 3%, -1%, /, 2%
[18] CCN(CC(=O)Nc1cc(S(=O)(=O)N2CCCCC2)ccc1C)Cc1ccccc1
  /, /, 7%, ?, /, 12µM*
[19] CC(C)NC(=O)[C@@H]1CSC2c3ccccc3C(=O)N21 (some centres not stated)
  16%, -1, -22%, -12%, -4, 0%
[20] Cn1c(=O)oc2cc(S(=O)(=O)Nc3ccc4c(c3)OCCO4)ccc21
  11%, 16, -9%, ?, 42, 7%

Some of these compounds in order of length of the SMILES, high to low:
The line under a structure holds: Giardia FBPA inh, Cycloheximide cs, Sm TGR block, Pf growth 48h, Shiga toxin inh, Pf growth 96h
[11] CCCCn1c(N)c(N(CCOC)C(=O)COC(=O)COc2c(C)cccc2C)c(=O)[nH]c1=O
  /, /, -3%, -2%, /, 16%
[1] Cc1ccc(C(=O)N/C(=C\c2ccc(F)cc2)C(=O)NCCN2CCOCC2)cc1
  /, -3, 4%, 18%, -7, 6.6µM*
[12] CC(=O)Nc1ccc(N2C(=O)CSC2c2cccc([N+](=O)[O-])c2)cc1 (configuration not stated)
  3%, 6, 5%, 7%, -15, 45%[activator]
[5] Cc1nc(S/C(=C/c2ccc(-c3ccc(Cl)cc3)o2)C(=O)O)n[nH]1
  10%, -1, -33%, /, -13, ?
[14] COc1ccc(S(=O)(=O)N(C)c2ccc(C(=O)N3CCCC3)cc2)cc1
  4%, -6, 0%, 0%, 14, ?
[20] Cn1c(=O)oc2cc(S(=O)(=O)Nc3ccc4c(c3)OCCO4)ccc21
  11%, 16, -9%, ?, 42, 7%
[16] O=C(NCc1ccco1)c1ccccc1NS(=O)(=O)c1cccs1
  -10%, -2, ?, 8%, 13, ?
[19] CC(C)NC(=O)[C@@H]1CSC2c3ccccc3C(=O)N21 (some centres not stated)
  16%, -1, -22%, -12%, -4, 0%
[17] CCOc1ccc(C(=O)NNC(=O)c2cc(C)oc2C)cc1
  /, /, 3%, -1%, /, 2%
[9] Cc1noc(C)c1COC(=O)c1csc2c1CCCC2
  /, /, -1%, -1%, /, 2%
[8] c1ccc(OCC2CCNCC2)nc1
  ?, -1, 8%, 1%, -7, ?

Later entries:
The line under a structure holds: Giardia FBPA inh, Cycloheximide cs, Sm TGR block, Pf growth 48h, Shiga toxin inh, Pf growth 96h
[21] CCC1Sc2ccccc2N(CC(=O)NCc2ccccc2OC)C1=O (configuration not stated)
  -2%, -3, 10%, 1%, 19, 17%
[22] COc1ccc(C2c3c(ccc4ccccc34)Oc3ncn4nc(Cc5ccccc5)nc4c32)cc1OC (configuration not stated)
  1%, -1, -4%, 1.7µM*, -11, 1.5µM*
[23] O=C(Nc1cccc(F)c1)NC1(C(=O)NCC2CCCO2)CCCCC1 (configuration not stated)
  -6%, -3, 8%, 3%, 4, 7%
[24] O=C(CSc1nnc(C2CC2)n1C1CC1)Nc1cccc(Br)c1
  /, /, -5%, ?, /, 10%
[25] Cc1ccc(N=Nc2c(C)[nH]n(-c3ccccc3)c2=O)cc1
  -3%, 7, -30%, -16%, 26, 1%
[26] CCN(CC)CCOC(=O)c1ccc(NC(=O)CNC(=O)c2ccccc2)cc1
  -5%, -2, 2%, 20%, 3, ?
[27] COc1ccc(C)cc1S(=O)(=O)N(CC(=O)NCc1ccc(Cl)cc1)Cc1ccccc1
  -5%, -3, 2%, /, -15, 12µM*
[28] CCOc1ccc(Cc2c(Cl)nc(SC)nc2OC)cc1
  5%, -2, -11%, -20%, -6, ?
[29] CN1C2=CC=CC=CC2=[N+](C)C12C([N+](=O)[O-])=CC(=[N+]([O-])[O-])C=C2[N+](=O)[O-] (configuration not stated)
  -17%, 1, ?, 10%, -9, -1%
[30] O=S(=O)(c1ccc(-c2n[nH]c(=S)o2)cc1)N1CCCCC1
  /, -3, -9%, 12%, -3, -9%
[31] CCCN(C(=O)c1ccco1)c1nnc(-c2ccccc2C)s1
  -14%, 94*, 5%, 0%, 132*, -8%
[32] CCN1CCN(CCCNC(=O)CCC(=O)N2CC(C)Oc3ccc(C)cc32)CC1 (configuration not stated)
  -6%, -3, 10%, -8%, -1, 9%
[33] COc1ccccc1N(CC(=O)Nc1cc(C)on1)S(=O)(=O)c1ccc(Cl)cc1
  -3%, -1, -9%, ?, -2, /
[34] CCOC(=O)c1c(NC(=O)C2COc3ccccc3O2)sc2c1CC(C)(C)NC2(C)C (configuration not stated)
  -2%, 0, -2%, ?, -1, ?
[35] CN1CCC(NC(=O)Cc2c(F)cccc2Cl)CC1
  -30%, -2, 0%, -6%, -8, 31%[activator]
[36] CCOC(=O)c1ccccc1Nc1cc(C)nc2nc(-c3ccco3)nn12
  /, 18, 18µM*, /, 44, /
[37] O=C1CN(C(=O)c2c(F)cccc2F)C(c2ccc(F)cc2)c2cc(Br)ccc2N1 (configuration not stated)
  -15%, 4, 17%, ?, 11, -2%
[38] Cc1ccc(C)c(NC(=O)CCN2CC(C)CC(C)C2)c1 (configuration not stated)
  -1%, -2, -8%, 4%, /, ?
[39] CCOc1ccccc1C(=O)N1CCN=C1SC
  1%, -1, 6%, /, 10, 15µM*
[40] COC(=O)C1=C(C)NC(=O)NC1c1ccccc1 (configuration not stated)
  4%, -1, -3%, -9%, 10, ?
[41] CSCCC(=O)NC1CCCN(CCc2ccccc2)C1 (configuration not stated)
  2%, -1, -17%, 1%, 16, ?
[42] COc1ccc2[nH]cc(/C=N/NS(=O)(=O)c3ccc(C)cc3)c2c1
  -4%, 1, 1%, 5%, 15, 27%
[43] Cc1ccc2nc3c(cc(C(=O)NCCN4CCOCC4)c(=N)n3CCCN3CCOCC3)c(=O)n2c1
  8%, -6, 0%, 12µM*, -5, ?
[44] COC(=O)C1=C(C)NC(=O)NC1c1ccc(OC(=O)c2ccco2)cc1 (configuration not stated)
  14%, 1, -4%[57.1 µM], 10%, -4, ?
[45] COc1ccc(-c2sc3ccc(N4CCOCC4)cc3c2-c2ccc(O)cc2)cc1
  /, /, 2%, ?, /, ?
[46] CC(C)c1csc(CN2CCCC(CCC(=O)NCc3ccccc3F)C2)n1 (configuration not stated)
  1%, -5, 0%, -1%, -4, ?
[47] Nc1nnc(COc2ccccc2)s1
  0%, 8, 4%, 30%, 1, -22%
[48] CC(NC(=O)CSc1ncccc1C(=O)O)C1CC2CCC1C2 (configuration not stated)
  8%, -2, -1%, -1%, -9, 0%
[49] COc1ccc(NC2=NCC(=O)N2c2ccccc2)c(OC)c1
  -11%, -4, -2%, 5%, -4, -3%
[50] CC1(C)CC(NC(=O)COc2ccc3c4c(c(=O)oc3c2)CCCC4)CC(C)(C)N1
  5%, -2, 2%, ?, -16, ?
[51] CCOc1ccc(NS(=O)(=O)c2ccc3c(c2)CCN3C(=O)C2CCC2)cc1
  -1%, 11, -12%, /, -5, 6%
[52] CC(NCc1ccc(Cl)cc1)C(O)c1ccccc1 (configuration not stated)
  -7%, 1, 6%, 2.6µM*, -11, 3.7µM*
[53] CCC(=O)N1N=C(c2ccc(NS(=O)(=O)CC)cc2)CC1c1ccc(C)cc1 (configuration not stated)
  -10%, 9, 0%, -16%, 18, -12%
[54] CCOc1ccc(/C=N/N2C(=O)C(CC(=O)Nc3ccc(F)cc3F)SC2=NC)cc1OC (configuration not stated)
  -1%, -2, -1%, 12µM*, -18, 12µM*
[55] COC(=O)CN(C)C(=O)c1ccccc1OC1CCN(S(C)(=O)=O)CC1
  -5%, 6, 12%, -36%, 10, 13µM*
[56] CCOC(=O)c1c(C)oc2c1c(C=NCC1CCCO1)c(O)c1ccccc12 (configuration not stated)
  ?, -3, -17%, ?, -11, -6%
[57] CC(CC(=O)Nc1cccc(S(=O)(=O)N2CCCCC2)c1)c1ccccc1 (configuration not stated)
  /, /, 0%, ?, /, ?
[58] Brc1ccc(-c2csc(N3CCCCC3)n2)cc1
  /, /, 2%, ?, /, ?
[59] COc1c(Cl)cnn(-c2cccc(C)c2)c1=O
  1%, 10, -21%, -23%, -2, 22%
[60] N#Cc1ccc(-c2nnnn2-c2ccc3c(c2)OCO3)cc1
  -1%, -1, -1%[11.4 µM], /, -18, 34%[activator][5.75 µM]
[61] COc1nnc(-c2ccc(N3CCOCC3)c(NC(=O)c3ccccc3)c2)c2ccccc12
  0%, 1, -21%, /, -11, ?
[62] O=C(OCC(=O)N1CCCCC1)c1n[nH]c(=O)c2ccccc12
  /, /, 1%, -23%, /, 32%[activator]

Screening data (PubChem BioAssay)
